Pf apPOL inh = Pf-apPOL inhibitors, biochemical, fluorescence | inhibition, % at 10 µM | Recombinant Pf-apPOL, molecular beacon fluorescence, 1.5 h | 210,000 tested, 0.25% active
mHTT CaM bind = mutant huntingtin-calmodulin interaction inhibitors – biochemical, AlphaScreen, primary screen; P42858; AlphaScreen His-mHTT/GST-CaM binding, luminescence; inhibition, % at 15 µM; 190,000 tested, 3.6% active;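 also: 0% = both proteins with DMSO and 100% = one protein alone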
Target sequence (P42858 whole entry, looked up, stated change not applied): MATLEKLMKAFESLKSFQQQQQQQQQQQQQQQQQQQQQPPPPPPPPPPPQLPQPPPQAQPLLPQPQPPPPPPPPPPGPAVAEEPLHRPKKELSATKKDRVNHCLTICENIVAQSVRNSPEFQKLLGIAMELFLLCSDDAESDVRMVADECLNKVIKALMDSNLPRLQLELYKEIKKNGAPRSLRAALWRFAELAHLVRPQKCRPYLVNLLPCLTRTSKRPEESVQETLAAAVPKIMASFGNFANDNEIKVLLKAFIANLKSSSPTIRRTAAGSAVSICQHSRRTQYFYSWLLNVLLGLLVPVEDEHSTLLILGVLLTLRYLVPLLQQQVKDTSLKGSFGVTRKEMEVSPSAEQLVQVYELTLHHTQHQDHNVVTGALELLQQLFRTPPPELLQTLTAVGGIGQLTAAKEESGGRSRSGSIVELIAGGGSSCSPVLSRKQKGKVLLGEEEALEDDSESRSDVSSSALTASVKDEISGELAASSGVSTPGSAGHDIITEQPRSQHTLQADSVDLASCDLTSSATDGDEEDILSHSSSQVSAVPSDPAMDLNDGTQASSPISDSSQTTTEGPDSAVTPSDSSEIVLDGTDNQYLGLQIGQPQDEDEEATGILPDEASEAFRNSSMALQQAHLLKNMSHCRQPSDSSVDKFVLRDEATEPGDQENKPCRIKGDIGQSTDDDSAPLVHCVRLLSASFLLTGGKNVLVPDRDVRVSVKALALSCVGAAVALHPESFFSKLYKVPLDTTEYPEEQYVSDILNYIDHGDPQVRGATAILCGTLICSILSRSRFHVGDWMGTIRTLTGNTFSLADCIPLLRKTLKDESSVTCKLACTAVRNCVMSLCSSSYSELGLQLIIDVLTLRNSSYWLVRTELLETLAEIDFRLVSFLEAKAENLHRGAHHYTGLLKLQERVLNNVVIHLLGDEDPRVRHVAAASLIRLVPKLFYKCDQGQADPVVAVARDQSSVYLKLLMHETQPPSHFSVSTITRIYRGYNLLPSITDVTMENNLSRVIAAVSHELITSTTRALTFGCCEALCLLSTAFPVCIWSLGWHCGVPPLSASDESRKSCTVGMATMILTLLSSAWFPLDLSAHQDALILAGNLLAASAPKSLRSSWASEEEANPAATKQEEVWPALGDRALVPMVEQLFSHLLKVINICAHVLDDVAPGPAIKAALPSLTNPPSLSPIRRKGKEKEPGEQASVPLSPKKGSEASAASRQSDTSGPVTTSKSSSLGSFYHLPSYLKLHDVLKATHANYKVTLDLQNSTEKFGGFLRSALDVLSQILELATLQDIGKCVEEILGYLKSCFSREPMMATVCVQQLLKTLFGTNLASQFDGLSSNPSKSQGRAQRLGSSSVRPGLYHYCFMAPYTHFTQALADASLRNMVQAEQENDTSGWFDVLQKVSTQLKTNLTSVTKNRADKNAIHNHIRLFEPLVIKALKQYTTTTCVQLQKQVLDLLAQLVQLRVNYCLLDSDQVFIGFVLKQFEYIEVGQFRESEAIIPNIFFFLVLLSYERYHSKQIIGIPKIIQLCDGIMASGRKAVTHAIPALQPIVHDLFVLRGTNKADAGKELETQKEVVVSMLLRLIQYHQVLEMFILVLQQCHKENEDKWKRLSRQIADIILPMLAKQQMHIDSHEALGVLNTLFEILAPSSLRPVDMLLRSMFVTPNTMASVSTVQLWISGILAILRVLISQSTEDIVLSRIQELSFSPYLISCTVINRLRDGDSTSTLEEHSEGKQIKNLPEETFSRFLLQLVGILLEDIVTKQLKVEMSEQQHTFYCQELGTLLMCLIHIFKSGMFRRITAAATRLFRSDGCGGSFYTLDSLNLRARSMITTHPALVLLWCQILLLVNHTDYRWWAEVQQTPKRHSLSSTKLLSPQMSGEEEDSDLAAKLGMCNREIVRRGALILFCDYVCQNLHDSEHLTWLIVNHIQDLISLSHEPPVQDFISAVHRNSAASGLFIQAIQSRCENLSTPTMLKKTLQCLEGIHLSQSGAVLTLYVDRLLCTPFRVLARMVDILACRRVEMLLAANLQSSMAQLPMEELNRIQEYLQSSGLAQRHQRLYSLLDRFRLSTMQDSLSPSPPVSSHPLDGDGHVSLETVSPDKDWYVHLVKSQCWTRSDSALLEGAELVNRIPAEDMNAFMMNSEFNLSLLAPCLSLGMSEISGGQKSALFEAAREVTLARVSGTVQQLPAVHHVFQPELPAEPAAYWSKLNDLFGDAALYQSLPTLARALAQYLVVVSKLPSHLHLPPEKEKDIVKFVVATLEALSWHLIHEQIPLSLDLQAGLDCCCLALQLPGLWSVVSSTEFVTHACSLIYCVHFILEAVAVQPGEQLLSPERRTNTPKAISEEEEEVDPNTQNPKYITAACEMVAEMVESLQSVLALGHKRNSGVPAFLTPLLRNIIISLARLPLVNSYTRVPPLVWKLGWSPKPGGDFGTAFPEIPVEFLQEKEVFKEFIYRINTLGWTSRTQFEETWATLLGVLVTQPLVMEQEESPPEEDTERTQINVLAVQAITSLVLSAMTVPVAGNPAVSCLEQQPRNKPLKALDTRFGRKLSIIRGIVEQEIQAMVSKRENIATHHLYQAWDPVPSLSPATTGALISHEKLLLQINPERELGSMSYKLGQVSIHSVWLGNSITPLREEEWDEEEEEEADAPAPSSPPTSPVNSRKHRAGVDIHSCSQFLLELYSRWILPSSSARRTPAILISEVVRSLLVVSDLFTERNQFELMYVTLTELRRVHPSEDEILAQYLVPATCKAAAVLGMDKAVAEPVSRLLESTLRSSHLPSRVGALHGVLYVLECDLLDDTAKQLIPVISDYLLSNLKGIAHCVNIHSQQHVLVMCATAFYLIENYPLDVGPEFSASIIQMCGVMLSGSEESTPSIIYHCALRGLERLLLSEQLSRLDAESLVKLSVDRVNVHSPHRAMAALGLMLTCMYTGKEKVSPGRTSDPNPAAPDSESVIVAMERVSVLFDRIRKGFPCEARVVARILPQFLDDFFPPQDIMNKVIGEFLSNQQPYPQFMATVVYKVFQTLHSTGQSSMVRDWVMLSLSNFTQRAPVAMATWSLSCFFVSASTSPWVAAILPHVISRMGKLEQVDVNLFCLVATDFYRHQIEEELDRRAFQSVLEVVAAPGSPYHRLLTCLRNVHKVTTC
An asterisk follows results filed as active; · = no result given; & = joins results of further samples. Rule as the data show it: active = inhibition above about 50%; inactive = the rest. An unsorted share of the library (roughly 3.5% active in at least one column).

Sample of the layout:
SMILES | Pf apPOL inh | mHTT CaM bind
O=C(CNS(=O)(=O)c1ccc(Br)s1)NCc1ccccc1 | 0 | -3
CCN(CC)C(=O)CC(c1ccc(N(C)C)cc1)c1c(OC)cc(OC)c2ccc(=O)oc12 (stereo unspecified) | 1 | 47
COC(=O)Nc1ccc(S(=O)(=O)NC2CCS(=O)(=O)C2)cc1 (stereo unspecified) | 2 | -6
O=[N+]([O-])c1cccc(-c2nnc(-c3ccc(F)cc3)o2)c1 | -2 | 2
CCCCCC(=O)Nc1ccc(S(=O)(=O)Nc2cc(OC)ncn2)cc1 | -1 | 3
COc1ccc(NC(=O)N(Cc2cccnc2)Cc2ccccc2Cl)c(OC)c1 | -19 | 9

Main list (from the top)
SMILES | Pf apPOL inh | mHTT CaM bind
O=C(CNS(=O)(=O)c1ccc(Br)s1)NCc1ccccc1 | 0 | -3
CCN(CC)C(=O)CC(c1ccc(N(C)C)cc1)c1c(OC)cc(OC)c2ccc(=O)oc12 (stereo unspecified) | 1 | 47
COC(=O)Nc1ccc(S(=O)(=O)NC2CCS(=O)(=O)C2)cc1 (stereo unspecified) | 2 | -6
O=[N+]([O-])c1cccc(-c2nnc(-c3ccc(F)cc3)o2)c1 | -2 | 2
CCCCCC(=O)Nc1ccc(S(=O)(=O)Nc2cc(OC)ncn2)cc1 | -1 | 3
COc1ccc(NC(=O)N(Cc2cccnc2)Cc2ccccc2Cl)c(OC)c1 | -19 | 9
O=C(c1cccc(Cl)c1)N1CC(C(=O)N2CCOCC2)C(c2ccccc2)C1 (stereo unspecified) | 3 | 7
COc1cccc(CN2C(=O)CCC2(C)C(=O)NC2CCCCCCC2)c1 (stereo unspecified) | -10 | -1
COc1cc(C=C2C(=O)OC3(CCCCC3)OC2=O)cc(Br)c1O | -13 | -1
CCCOC(=O)c1ccc(Oc2coc3cc(OCC=C(C)C)ccc3c2=O)cc1 | 4 | -6
COc1ccc(C2C=C(c3ccc(Br)cc3)Nc3ncnn32)cc1 (stereo unspecified) | -8 | 6
COc1ccc(CNC(=O)C2CCN(Cc3ccccc3F)CC2)cc1 | 18 | -2
Cc1nc2n(n1)C(c1ccccc1)C=C(c1ccccc1)N2 (stereo unspecified) | -2 | 7
Cn1c(CC2CCN(C(=O)CSc3ccccc3)C2)nc2cccnc21 (stereo unspecified) | -6 | 0
O=C(Nc1ccc(Cl)c(C(F)(F)F)c1)c1ccc([N+](=O)[O-])cc1Cl | 6 | 49
O=C1N=c2ccc(F)cc2=C1c1sc(Nc2ccc(F)cc2)nc1O | -13 | 22
CC1(C)OC(=O)C(c2cccc(F)c2)=C1c1ccc(S(C)(=O)=O)cc1 | -17 | ·
CN1CCN(CC(=O)N2CCc3ccccc32)CC1 | -4 | 0
O=C(Nc1nc2ccccc2n1CCOc1ccccc1)c1ccc([N+](=O)[O-])cc1 | -7 | 0
O=C(c1ccccn1)N1CCCC(c2nncn2Cc2ccccc2)C1 (stereo unspecified) | -1 | -4
CCc1nc(CC)n2ccn(Cc3cccc(C#N)c3)c(=O)c12 | 6 | -2
COc1ccccc1C(=O)Nc1ccccc1NC(=O)CC1CCCC1 | -8 | -13
Cc1cc(C2CCCN2Cc2ccc(C)s2)no1 (stereo unspecified) | -5 | -8
Oc1oc(-c2ccc(Br)cc2)nc1C=Nc1nccs1 | 1 | 6
Cc1cc(F)ccc1NC(=O)CN1C(=O)C2CCCCN2C(=O)c2ccccc21 (stereo unspecified) | -4 | 10

(listing goes on)
SMILES | Pf apPOL inh | mHTT CaM bind
CC(=O)Nc1ccc(-c2noc(C3CCN(C(=O)c4ccc5c(c4)OCO5)CC3)n2)cc1 | -4 | 11
COc1ccccc1CN1C(=O)CCC1(C)C(=O)NC1CCCC1 (stereo unspecified) | 1 | -1
CS(=NS(=O)(=O)c1ccccc1Cl)c1ccc(OC(=O)c2ccc(Cl)cc2)cc1 (stereo unspecified) | -55 | ·
CCn1cnnc1C1CCCN(Cc2ccc(C)o2)C1 (stereo unspecified) | -2 | -5
O=C(O)c1ccccc1-c1ccccc1C(=O)Nc1ccc(F)cc1 | 0 | ·
COc1ccc(NC(=O)[C@@H]2CC=C[C@@H]3CCN(C4CCCCC4)C(=O)[C@@H]32)cc1 | 1 | 2
CCc1c(C(=O)NCC(C)C)c(C)nn1-c1ccccc1 | -1 | -5
O=C(c1ccco1)N1CCCCC1c1nncn1CC1CC1 (stereo unspecified) | 2 | 2
Cc1ccc(C)c(-n2c3nc(=O)[nH]c(=O)c-3cc3cc([N+](=O)[O-])ccc32)c1 | 0 | 33
CCOc1ccc(NC(=O)C2CCN(c3cnn(C)c(=O)c3)CC2)cc1 | -6 | 5
Cc1ccc(OCCOc2cccc(C=O)c2)cc1 | -3 | -5
CCC(=O)Nc1ccc(C2(C(=O)NCCN3CCCC3)CCCCC2)cc1 | 1 | -2
COc1ccc(Br)cc1S(=O)(=O)n1ccnc1-c1ccccc1 | -3 | 3
Cc1noc(C)c1C1CCCN1Cc1ccc(OCc2ccccc2)cc1 (stereo unspecified) | 6 | -31
COC(=O)C(N)c1ccc(OC)cc1 (stereo unspecified) | 0 | -6
CCc1ccc(OCC(=O)NCc2ccccc2OC)cc1 | -1 | -15
COc1c(C(=O)N2CCCC2)sc2cc(Cl)ccc12 | -2 | 1
c1cnc2c(c1)NC1(CCCCC1)N2 | · | 30
COc1ccccc1NC(=O)C1Oc2ccc(C)cc2NC1=O (stereo unspecified) | -2 | -10
COc1cccc2sc(NC(=O)c3ccco3)nc12 | -5 | -1
Fc1ccccc1-c1nc(N2CCCC2)c2ccccc2n1 | -5 | -10
CC(=O)N1CCN(C(=O)CN2CCc3sccc3C2c2ccccc2C)CC1 (stereo unspecified) | -7 | 2
COc1cccc(NC(=O)c2cc(C(C)(C)C)n(-c3ccccc3)c2C)c1 | -15 | ·
CCOc1ccc(N(C(C)C(=O)NC2CCCCC2)S(C)(=O)=O)cc1 (stereo unspecified) | -6 | 1
O=C(NCc1ccccc1Cl)C1CCN(c2nc3ccccc3o2)CC1 | -14 | -4

Following part
SMILES | Pf apPOL inh | mHTT CaM bind
Cc1ccc(-c2csc(Nc3ccc(F)cc3)n2)cc1C | -6 | 14
Cn1c(C(C)(C)C)nc(N)nc1=O | · | -3
Cc1nc(C2CCCN2S(=O)(=O)Cc2cccc(F)c2)n[nH]1 (stereo unspecified) | 4 | -7
O=[N+]([O-])c1ccccc1COc1ccc(Cl)c2cccnc12 | -5 | 10
Cc1ccc(C)c(NC(=O)C2CCCN(c3nnc4ccccn34)C2)c1 (stereo unspecified) | -2 | 3
O=C(Nc1nc2c(s1)CN(C(=O)c1cc(C3CC3)on1)CC2)c1ccco1 | -2 | -10
Cc1ccsc1/C=C1\N=C(c2cccc(Br)c2)OC1=O | -3 | 10
Cc1ccc(C)c(NS(=O)(=O)c2ccc(NS(=O)(=O)c3ccccc3)cc2)c1 | -4 | -2
O=C(Nc1ccc(Cl)cc1)c1nc2nc(-c3cccs3)cc(C(F)(F)F)n2n1 | -9 | 6
O=C(Nc1ccc(N2CCN(C(=O)C3CC3)CC2)nc1)c1ccc(C(F)(F)F)cc1 | -4 | -4
Cn1ccc2ccn(CC(=O)NCc3ccccc3Br)c(=O)c21 | -2 | 1
COc1ccc(OC)c(NC(=O)C2CC(=O)N(CCc3c[nH]c4ccc(Cl)cc34)C2)c1 (stereo unspecified) | 1 | 81*
Cc1ccc2c(c1)cc(S(=O)(=O)c1ccccc1)c(=O)n2CC(=O)N1CCCC1 | -2 | 14
COc1ccc(-c2cc3ccc(OCC=C(C)C)cc3oc2=O)c(OC)c1 | -11 | -16
COc1cc(OC)cc(C2=N/C(=C\C(C)=C\c3ccccc3)C(=O)O2)c1 | -2 | 27
COc1cccc(C(=O)NCCSc2c(C)[nH]c3ccccc23)c1OC | -6 | 46
COc1ccccc1C1C2=C(CCCC2=O)Nc2nc(-c3cccc(C)c3)nn21 (stereo unspecified) | -2 | 6
O=C(c1ccc(OCC2CCN(C(=O)c3cc(F)ccc3Cl)CC2)cc1)N1CCCC1 | -4 | 8
O=C(c1ccccc1)N1CCC2(CC1)NC(=O)N(Cc1ccc(Cl)cc1)C2=O | -5 | 20
CCCCNC(=O)CN1C(=O)/C(=C/c2ccccc2C)Sc2ccccc21 | -5 | -4
Cc1cc(NC(=O)CSc2c(C)cnc3c2c(=O)n(C)c(=O)n3C)no1 | 2 | -4
O=C1C2C3CCC(C3)C2C(=O)N1CN(Cc1ccccc1)CN1C(=O)C2C3CCC(C3)C2C1=O (stereo unspecified) | 0 | 6
CS(=O)(=O)c1ccc2nc(NC(=O)CCCC(=O)O)sc2c1 | 0 | -1
CSc1cccc2sc(NCc3cccnc3)nc12 | -10 | -11
CC(C)c1cc(C2CCCN2C(=O)c2cc(C3CC3)on2)on1 (stereo unspecified) | -9 | -5

Going on with the list:
SMILES | Pf apPOL inh | mHTT CaM bind
COc1cc(Cl)ccc1C(=O)N1CCN=C1N1CCN(c2ccccc2F)CC1 | 1 | -1
Cc1c(C(=O)Nc2ccc(Cl)cn2)cccc1[N+](=O)[O-] | -1 | -1
CC(C)NC(=O)c1cc(-c2cccs2)on1 | -4&-19 | ·
COc1ccc(OC)c(Nc2nc3nonc3n3c(C)nnc23)c1 | -7 | 3
O=C(NCCc1ccccc1)c1ccccc1O | -16 | -8
CCC(Cn1ccnc1)[N+](=O)[O-] (stereo unspecified) | · | 0
N#Cc1cccc(CSc2ncnc(N)n2)c1 | -1 | ·
O=S(=O)(c1ccc(Cl)cc1)N1CCc2nc(-c3ccc(F)cc3)ncc2C1 | 0 | -8
Cc1ccc2nc3c(cc(C(=O)NCc4ccco4)c(=N)n3Cc3ccco3)c(=O)n2c1 | -5 | 66*
CC(=O)c1ccccc1NC(=O)c1ccccc1Br | 4 | -4
Cc1ccc(NCC(O)Cn2c(C)c(C)c3ccccc32)cc1C (stereo unspecified) | -2 | 71*
COc1ccc(-n2ccc(NC(=O)COc3ccccc3)n2)cc1 | -2 | -3
N=c1n(CCN2CCCCC2)c2ccccc2n1CC(O)c1ccccc1 (stereo unspecified) | -10 | -10
N#CCCN1CCN(C(=O)CCC2CCN(c3cc(NC4CC4)ncn3)CC2)CC1 | -2 | 0
O=C(NCC1CCCCC1)C1c2ccccc2CCN1C(=O)C1CC1 (stereo unspecified) | -1 | -3
Cc1cccc(C(=O)Nc2cc(-c3ccccn3)no2)c1 | -2 | 2
COCC(=O)Nc1cc(-n2c(C)nc3ccccc3c2=O)ccc1F | 0 | -4
CCc1nc(-c2cccnc2N2CCCC(C(=O)NCc3ccc4c(c3)OCO4)C2)no1 (stereo unspecified) | -5 | 19
COc1ccc(-c2noc(C3CCCN3C(=O)Nc3ccc(OC)cc3OC)n2)cc1 (stereo unspecified) | -2 | 12
O=C(NCCc1csc(-c2ccccc2)n1)C1CCCN1C(=O)COc1ccccc1 (stereo unspecified) | -8 | 9
CCC(=O)N1CCc2cc(Br)cc(S(=O)(=O)N3CCCCC3)c21 | -4 | 4
O=C(CC1CCCCC1)NCc1ccccn1 | -3 | -4
c1cncc(C2OCC3(CO2)COC(c2cccnc2)OC3)c1 (stereo unspecified) | 9 | 2
COC(=O)c1sccc1Oc1ccc(C(F)(F)F)cc1NS(=O)(=O)c1ccc(C)cc1 | 1 | ·
COc1ccc(OC)c(C2=Nn3c(nnc3-c3ccccc3OC)SC2)c1 | · | 7

Individual results from above.
`COc1ccc(OC)c(C2=Nn3c(nnc3-c3ccccc3OC)SC2)c1` in mHTT CaM bind = 7
`O=C(CC1CCCCC1)NCc1ccccn1` in mHTT CaM bind = -4
`O=S(=O)(c1ccc(Cl)cc1)N1CCc2nc(-c3ccc(F)cc3)ncc2C1` in Pf apPOL inh = 0
`COc1ccc(-c2noc(C3CCCN3C(=O)Nc3ccc(OC)cc3OC)n2)cc1` (stereo unspecified) in mHTT CaM bind = 12

(cont.)
SMILES | Pf apPOL inh | mHTT CaM bind
Cc1ccc(C(=O)Nc2ccccc2)cc1S(N)(=O)=O | -4 | -4
Cc1nc(C)c(Cc2c(F)cccc2Cl)c(N2CCN(S(C)(=O)=O)CC2)n1 | -5 | 7
NC(=O)C1CCN(C2=NC(=O)/C(=C/c3cccs3)S2)CC1 | 2 | 0
O=C(Nc1ccccc1C(=O)O)c1cc(S(=O)(=O)N2CCCCCC2)ccc1Cl | -3 | 9
CC(O)(CNC(=O)C1CC1)c1ccccc1 (stereo unspecified) | 0 | -7
O=C(c1ccccc1F)N1CCN(S(=O)(=O)c2cc3c4c(c2)CCN4C(=O)CC3)CC1 | 2 | 1
CC(NC(=O)CC1CCN(C(=O)c2ccccc2Cl)CC1)c1ccccc1 (stereo unspecified) | -6 | 1
CCOC(=O)N1CCc2nn(CC(=O)NCc3ccc(F)cc3)c(=O)cc2C1 | -2 | 5
CC1(CNC(=O)NCCc2ccccc2)CCOCC1 | 0 | -2
CS(=O)(=O)N1CCN(c2ccccc2F)CC1 | -2 | -1
CCN1CCCC1CNC(=O)C1c2cc(OC)c(OC)cc2C(=O)N2CCc3ccccc3C12 (stereo unspecified) | -3 | -4
COc1ccc(CCNC(=O)CN2C(=O)NC3(CCC(C)CC3)C2=O)cc1OC (stereo unspecified) | -4 | 3
Cc1c(C=O)c(C=O)c(C)n1-c1cccc(SC(F)F)c1 | -2 | 8
CCc1ccc(NC(=O)c2csc3c2CCCCC3)cc1 | -4 | -8
COc1ccc(CCNC(=O)C(C)C)cc1OC | -5 | -6
COc1ccc(-c2nc3c(c(=O)[nH]2)CCN(C(=O)c2ccc4[nH]ccc4c2)C3)cc1 | -5 | 1

Record cards, as listed above.
Cc1cc(NC(=O)CSc2c(C)cnc3c2c(=O)n(C)c(=O)n3C)no1 across the screens: Pf apPOL inh: 2; mHTT CaM bind: -4
COc1ccc(C2C=C(c3ccc(Br)cc3)Nc3ncnn32)cc1 (stereo unspecified) across the screens: Pf apPOL inh: -8; mHTT CaM bind: 6

Assay outcomes (PubChem)
